# FLuc modulator: qHTS profiling assay for firefly luciferase inhibitor/activator using purifed enzyme and Km concentrations of substrates (counterscreen for miR-21 project). Potency, µM (series often up to 57.5 µM), without a hit: at the top dose activity change, negative = inhibition, most hits filed as inhibitors. purified FLuc, Km substrates, luminescence inhibition. actives 6.9% (n = 360,000); active = well fitted inhibition curve with a large enough effect; inconclusive = small, poorly fitted or top-dose-only effect;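 note: plate controls were vehicle for no effect and reference inhibitor for full effect; nearly all actives have a fitted effect of over 55% in size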
# Target sequence (P08659 whole entry, looked up): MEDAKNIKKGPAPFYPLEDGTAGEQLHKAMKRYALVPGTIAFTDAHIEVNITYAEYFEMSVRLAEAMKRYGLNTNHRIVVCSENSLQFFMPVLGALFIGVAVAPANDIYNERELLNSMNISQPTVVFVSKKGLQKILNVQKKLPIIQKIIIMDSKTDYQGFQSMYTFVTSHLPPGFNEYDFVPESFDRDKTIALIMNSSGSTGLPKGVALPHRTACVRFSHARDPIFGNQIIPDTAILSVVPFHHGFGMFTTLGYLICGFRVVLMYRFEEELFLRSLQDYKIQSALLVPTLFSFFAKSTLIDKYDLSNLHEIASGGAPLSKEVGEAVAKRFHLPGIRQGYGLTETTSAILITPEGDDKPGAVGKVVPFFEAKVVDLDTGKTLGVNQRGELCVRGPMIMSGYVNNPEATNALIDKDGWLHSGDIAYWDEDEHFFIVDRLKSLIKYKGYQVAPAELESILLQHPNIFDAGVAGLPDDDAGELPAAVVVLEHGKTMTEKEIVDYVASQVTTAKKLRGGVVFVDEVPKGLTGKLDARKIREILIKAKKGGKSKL
#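 Purified P. pyralis luciferase (10nM final) with 10uM D-luciferin and 10uM ATP (Km levels) in 50mM Tris acetate pH 7.5, 10mM Mg acetate, 0.01% Tween-20, 0.05% BSA; qHTS 6-point titration, ~60 µM downward; luminescence read.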
# Starred values were filed as active, the others as inactive; ? = inconclusive. Potency is the fitted concentration of half-maximal effect. The list is partial; rates above refer to the full screens.
SMILES,FLuc modulator
CCOc1ccc(-c2nnc(SCC(=O)c3ccc(F)cc3)n2-c2ccccc2)cc1,1.1%
O=C(c1ccccc1Br)N(Cc1ccco1)C1CCS(=O)(=O)C1 (configuration not stated),1.2%
COc1ccc(-c2nc(CSCC(=O)NCCc3ccc(OC)c(OC)c3)c(C)o2)cc1,-17.0%
Cc1sc(-n2cccc2)c(C(C)NC(=O)Nc2cccc(C(F)(F)F)c2)c1C (configuration not stated),3.6%
Cc1csc2nc(COc3ccc(NC(=O)COc4ccccc4)cc3)cc(=O)n12,-0.7%
Cc1ccc(C(=O)c2cn(Cc3ccccc3F)c3cc4c(cc3c2=O)OCO4)cc1,-2.0%
COc1ccccc1NC(=O)C(=O)c1cc(C)n(-c2ccccc2F)c1C,?
COc1ccc(-c2nc3ccccc3o2)cc1NC(=O)c1cccnc1,10.7µM*
CCOC(=O)c1c(C)n(-c2ccccc2)c2ccc(OC(=O)c3ccccc3)cc12,-8.5%
COc1ccc(C2(Nc3cccc(C(=O)O)c3C)C(=O)c3ccccc3C2=O)cc1,-16.4%
O=C(CSCc1cnn(-c2ccccc2)c1-n1cccc1)Nc1ccc(F)cc1F,-1.3%
CCOc1ccc(NC(=O)c2oc3ccccc3c2NC(=O)C(C)(C)C)cc1,-0.8%
COc1cc(OC)c(NC(=O)c2cn(C)c(=O)c3cc(OC)c(OC)cc23)cc1Cl,-0.9%
CCOc1ccc(NC(=O)CC2C(=O)OCCN2CC)cc1 (configuration not stated),-5.2%
COCCCNC(=O)c1ccc(Cn2c(=O)c3ccccc3n(CC(=O)Nc3c(C)cccc3C)c2=O)cc1,-2.1%
CCOCCCNC(=O)c1[nH]c2cc(C)ccc2c1Sc1ccc(Cl)cc1,?
COc1ccccc1NC(=O)C1=C(C)Nc2nc(SCc3ccccc3F)nn2C1c1ccncc1 (configuration not stated),-3.9%
Cc1cccc(NC(=O)c2sc3cccc(Cl)c3c2Cl)c1,?
CCOC(=O)c1c(C)n(-c2ccccc2)c2ccc(OC(=O)c3ccccc3NC(=O)C(C)C)cc12,0.0%
CCOC(=O)c1c(S(=O)(=O)N2CCC(C(=O)Nc3ccc(C)c(Cl)c3)CC2)c(C)n(C)c1C,1.3%
COc1ccc(CCNC(=O)Cc2c(C)c3cc4c(C)coc4cc3oc2=O)cc1OC,-1.4%
COc1cccc(C(=O)Nc2nc3ccc(S(=O)(=O)N4CCCC4)cc3s2)c1,?
CCOc1ccc(NC(=O)CCn2cnc3onc(-c4ccc(F)cc4)c3c2=O)cc1,1.5%
CCOc1ccc(C(=O)c2cn(Cc3ccccc3)c3c(F)cc(F)cc3c2=O)cc1,-5.3%

# An excerpt of these results, with tabs.
smiles	FLuc modulator
CCOc1ccc(NC(=O)c2oc3ccccc3c2NC(=O)C(C)(C)C)cc1	-0.8%
COc1cc(OC)c(NC(=O)c2cn(C)c(=O)c3cc(OC)c(OC)cc23)cc1Cl	-0.9%
CCOc1ccc(NC(=O)CC2C(=O)OCCN2CC)cc1 (configuration not stated)	-5.2%
COCCCNC(=O)c1ccc(Cn2c(=O)c3ccccc3n(CC(=O)Nc3c(C)cccc3C)c2=O)cc1	-2.1%
CCOCCCNC(=O)c1[nH]c2cc(C)ccc2c1Sc1ccc(Cl)cc1	?
COc1ccccc1NC(=O)C1=C(C)Nc2nc(SCc3ccccc3F)nn2C1c1ccncc1 (configuration not stated)	-3.9%
Cc1cccc(NC(=O)c2sc3cccc(Cl)c3c2Cl)c1	?
CCOC(=O)c1c(C)n(-c2ccccc2)c2ccc(OC(=O)c3ccccc3NC(=O)C(C)C)cc12	0.0%
CCOC(=O)c1c(S(=O)(=O)N2CCC(C(=O)Nc3ccc(C)c(Cl)c3)CC2)c(C)n(C)c1C	1.3%
COc1ccc(CCNC(=O)Cc2c(C)c3cc4c(C)coc4cc3oc2=O)cc1OC	-1.4%
COc1cccc(C(=O)Nc2nc3ccc(S(=O)(=O)N4CCCC4)cc3s2)c1	?
CCOc1ccc(NC(=O)CCn2cnc3onc(-c4ccc(F)cc4)c3c2=O)cc1	1.5%
CCOc1ccc(C(=O)c2cn(Cc3ccccc3)c3c(F)cc(F)cc3c2=O)cc1	-5.3%

# (more compounds)
SMILES,FLuc modulator
Cc1cc(C)cc(Oc2nc3c(C)cccn3c(=O)c2/C=C(\C#N)c2nc3ccccc3s2)c1,-10.7%
COC(=O)c1c(-c2ccc(Cl)cc2)noc1N1CCN(c2ccc(OC)cc2)CC1,-2.5%
CC(C)NC(=O)c1ccc2c(c1)nc1n2CCCCC1,?
CCN(CC)c1cc(C)c2cc(NC(=O)/C=C/c3ccccc3Cl)ccc2n1,1.6%
COc1ccc(CCNC(=O)Cn2c(=O)n(-c3ccccc3)c(=O)c3c(C)c(C)sc32)cc1OC,-0.1%
COc1cc2[nH]c(=O)n(Cc3ccc(C(=O)NCc4ccc(C)cc4)cc3)c(=O)c2cc1OC,1.8%
O=C(NCc1ccccc1)c1cccn1-c1nnc(N2CCCCC2)s1,-13.5%
Cc1cccc(Cn2c(SCc3ccc(C(=O)NC4CCCC4)cc3)nc3cccnc32)c1,-1.6%
COCCCNC(=O)CCc1c(C)nc2cc(-c3ccc(Cl)cc3)nn2c1C,?
COc1ccc2cc(-c3nc4ccc(C(=O)O)cc4[nH]3)c(=O)oc2c1,0.12µM*
Cn1c(=O)c2c(-c3ccc(Cl)cc3)n(Cc3ccc(Cl)cc3)cc2n(C)c1=O,-7.7%
CC(=O)Nc1ccc(OCc2cc(=O)n3ccccc3n2)cc1,-18.0%
CCOc1ccc(N(CC)S(=O)(=O)N2CCCC(C(=O)NCc3ccccc3OCC)C2)cc1 (configuration not stated),3.9%
CCC(C)NC(=O)c1ccc2c(c1)N(Cc1ccccc1)C(=O)c1ccccc1S2(=O)=O (configuration not stated),1.0%
Cc1cccc(NC(=O)C2CCCN(S(=O)(=O)c3c(C)[nH]c(=O)[nH]c3=O)C2)c1C (configuration not stated),-5.6%
CCOc1ccc(CNC(=O)C2CCN(S(=O)(=O)c3ccc4c(ccn4C)c3)CC2)cc1,-11.9%
CCc1ccc(NC(=O)CCS(=O)(=O)c2ccc3c(c2)oc(=O)n3C)cc1,-5.5%
CCc1cccc(C)c1Nc1c(-c2ccc(N3CCOCC3)cc2)nc2ncccn12,-18.6%
COCC(C)NC(=O)c1cnn2c(C(F)F)cc(-c3ccccc3)nc12 (configuration not stated),-0.3%
COc1cc(Cl)c(C)cc1NC(=O)Cn1c2ncccc2c(=O)n1-c1ccccc1,0.7%
Cc1ccc(-c2nc3cccnc3s2)cc1NC(=O)Cc1ccccc1,1.07µM*
CCc1ccc(S(=O)(=O)c2cn(CC)c3cc(N4CCOCC4)c(F)cc3c2=O)cc1,-2.2%
COc1cc(C)ccc1OCCSc1nc2ccc(NC(C)=O)cc2s1,?
CCCCN(CC)CCCNC(=O)c1cn(CC)c2ccc(S(=O)(=O)N3CCOCC3)cc2c1=O,-4.7%
COC(=O)CN1C(=O)CSc2ccc(S(=O)(=O)Nc3c(C)cc(C)cc3C)cc21,4.8%
Cc1ccc(Nc2ncc(C(=O)N3CCN(c4cccc(Cl)c4)CC3)c3ccccc23)cc1Cl,0.0%
Cc1ccc(OCc2ccc(-c3nc(C#N)c(N4CCN(c5cccc(Cl)c5)CC4)o3)o2)cc1,-6.2%
COc1ccccc1/C=C/c1nc(C#N)c(NCC(C)C)o1,?
COc1ccc(-c2cn3c(n2)sc2cc(C(=O)Nc4ccc(C)c(Cl)c4)ccc23)cc1,-15.7%
COc1cccc(OC)c1C(=O)Nc1ccc(-c2nc3ncccc3o2)cc1,1.7%
CCOc1ccc(CCNC(=O)CSc2nnnn2-c2ccccc2)cc1OCC,-7.3%
CCOC(=O)c1c(NC(=O)c2ccc(F)cc2)sc2c1CCC(CC)C2 (configuration not stated),-4.7%
CCc1ccc(NC(=O)CC2C(=O)N(c3cccc(C)c3)C(=O)N2Cc2cccc(OC)c2)cc1 (configuration not stated),-11.5%
O=C(CNC(=O)c1ccc(F)cc1)OCc1cc(=O)n2nc(C3CCCCC3)sc2n1,-4.4%
CC1=C(C(=O)Nc2cccnc2)C(c2ccc(F)cc2)n2nc(-c3cccc(C)c3)nc2N1 (configuration not stated),1.7%
COc1ccc(CCNC(=O)Cn2c(C)c3cnn(-c4ccccc4)c(=O)c3c2C)cc1OC,-0.7%
COc1ccc(NC(=O)CSc2nc(-c3ccc(OC)cc3)[nH]c2-c2ccc(OC)cc2)cc1,0.6%
COc1ccc(CCNC(=O)c2cc(-c3ccc(C)cc3)nc3n[nH]c(-c4ccc(F)cc4)c23)cc1OC,-2.7%
Cc1ccc(Nc2nnc(-c3ccc(C)c(S(N)(=O)=O)c3)c3ccccc23)cc1,?
CC(=O)N1CCCc2cc(S(=O)(=O)N3CCC(C(=O)N(Cc4ccccc4)C(C)C)CC3)ccc21,1.7%
CC(C)Oc1ccc(CNC(=O)c2ccc3c(c2)nc2n3CCOC2)cc1,-1.4%
CCOC(=O)C1=C(CN2CCN(c3ccccc3)CC2)NC(=O)NC1c1ccc(C)cc1 (configuration not stated),-9.1%
COc1cc2c(=O)c(S(=O)(=O)c3ccc(F)cc3)cn(Cc3ccc(Cl)cc3)c2cc1OC,1.3%
CCCCn1c(C(C)NC(=O)c2ccccc2)nc2ccccc21 (configuration not stated),-5.9%
Cc1ccc(Cl)cc1NC(=O)CSC1=Nc2ccccc2C2=NC(Cc3ccccc3)C(=O)N12 (configuration not stated),5.7%
CC(=O)c1cccc(NC(=O)c2ccc3c(c2)c(C)c(C)n3Cc2ccc(Cl)cc2)c1,5.0%
Cc1ccn2c(=O)c(C(=O)NC(C)c3ccccc3)c(O)nc2c1 (configuration not stated),3.0%
O=C(Nc1cccc(Cl)c1Cl)c1cc(S(=O)(=O)N2CCC3(CC2)OCCO3)ccc1F,-1.7%
Cc1cccc(C(=O)Nc2c(C(=O)NCc3ccc(Cl)cc3)sc3nc(C)cc(C)c23)c1,-7.3%
COc1ccc(C(=O)Nc2ccc3oc(-c4cc(Cl)ccc4Cl)nc3c2)cc1Br,1.7%
CCc1ccc2oc(C(=O)Nc3ccccc3OC)cc(=O)c2c1,-3.7%
Cn1c(=O)cc(OCC(=O)N2CCN(c3ccc(F)cc3)CC2)c2ccccc21,5.0%
Cc1ccc(C)c(CN2C(=O)c3ccccc3S(=O)(=O)c3ccc(C(=O)N4CCCCC4)cc32)c1,3.3%
Cc1cc(C)n(-c2nc3cc(Cl)ccc3nc2N2CCN(c3cccc(C)c3C)CC2)n1,-1.0%
CCOc1ccc(NC(=O)CN2CCN(CC(=O)Nc3ccc(F)cc3F)CC2)cc1,-8.6%
O=C(Nc1ccccc1C(=O)O)c1cccc(S(=O)(=O)N2CCCC2)c1,12µM*
CCc1ccc2occ(CC(=O)NCc3ccccc3)c2c1,?
CC(C)(C)c1ccccc1NC(=O)CSc1nc(-c2cccs2)cc(C(F)(F)F)n1,2.7%
COc1ccccc1NC(=O)CSc1nc2nccnc2c(=O)n1CCc1c[nH]c2ccccc12,-6.5%
COc1cccc(-n2c(-c3ccc(C)cc3)cc3c2CC(C)(C)CC3=O)c1,-10.9%

# Other entries
SMILES,FLuc modulator
COc1ccc(/C=C\c2onc(C)c2S(=O)(=O)N2CCC(C(=O)Nc3ccc(F)cc3F)CC2)cc1,3.6%
CSc1nc(Nc2ccc(C)cc2C)cc(-c2ccccc2)n1,-0.1%
NS(=O)(=O)c1ccc(NC(=O)COc2ccc(S(=O)(=O)NC3CCCCC3)cc2)cc1,-1.1%
Cc1ccc(Cn2c(CCCNC(=O)c3ccco3)nc3ccccc32)cc1,-3.9%
Cc1ccc2oc3c(c(=O)c2c1)C(c1cccc(O)c1)N(Cc1ccccc1Cl)C3=O (configuration not stated),0.5%
CCN1CCN(C(c2ccccc2)c2c(O)cc(C)n(CCOC)c2=O)CC1 (configuration not stated),-4.0%
Cc1ccsc1CN(Cc1ccco1)C(=O)c1ccc(Cl)cc1,-19.2%
COc1ccc(-c2nc3scc(CCNS(=O)(=O)c4ccc(F)c(C(F)(F)F)c4)n3n2)cc1OC,-11.8%
COc1ccc(NC(=O)CSc2nc3ccccc3n2CC(=O)NCc2ccc(F)cc2)cc1,2.2%
CCCN1C(=O)C2(c3ccccc31)c1c(oc3ccc(F)cc3c1=O)C(=O)N2CCCOC(C)C (configuration not stated),-5.8%
CCC(=O)N1CCc2cc(Br)cc(S(=O)(=O)CCC(=O)N3CCN(c4cc(C)ccc4C)CC3)c21,2.0%
COc1ccc(C)cc1NC(=O)c1cc(S(=O)(=O)N2CCN(c3cccc(C)c3C)CC2)ccc1F,0.4%
CCOC(=O)c1c(NC(=O)c2cc3nc(-c4ccc(OC)cc4)cc(C(F)(F)F)n3n2)sc2c1CCC(C)C2 (configuration not stated),0.5%
Cc1ccccc1CSc1nc2ccsc2c(=O)n1CCC(C)C,-1.2%
CCOc1ccc(CNC(=O)Cn2c(=O)c3cccn3c3ccc(F)cc32)cc1,-5.7%
Cc1c(-c2nc(-c3ccc4c(c3)OCO4)no2)nnn1-c1ccc(Br)cc1F,?
Cc1ccc(CN2CCCn3nc(C(=O)NCCC(C)C)cc3C2=O)cc1,-3.9%
COc1ccc(N(Cc2nnc3n2CCCCC3)C(=O)Nc2ccc(Cl)cc2)cc1Cl,-1.5%
COc1ccc(N2CCN(C(CNS(=O)(=O)c3ccc(OC)c(C)c3)c3ccco3)CC2)cc1 (configuration not stated),-7.3%
O=C(COc1ccccc1)Nc1ccc2nc(SCC(=O)N3CCc4ccccc43)sc2c1,-11.3%
O=C(NC1CCCCC1)c1cc(Nc2ccccc2)nc2ccccc12,-2.8%
Cc1nn(CC(=O)N2CCC(C)CC2)c(=O)c2cc3occc3n12,-0.9%
Cc1ccc(CN(C(=O)c2ccc(OCC(C)C)cc2)c2ccccn2)o1,-17.9%
CN(c1ncnc2c1c(-c1ccccc1)cn2-c1ccc(F)cc1)C1CCCCC1,-4.9%
Cc1cc(C)c(NC(=O)c2ccc3nc(C(C)C)oc3c2)c(C)c1,-8.6%
